Screening data deposited in PubChem by several laboratories.
Mtb UGM inh – Mtb UDP-galactopyranose mutase inhibition | P9WIQ1 | purified UGM, fluorescence polarization probe displacement | inhibition, % at 10 µM | 0.06% of 320,000 active; in the data active = inhibition above about 10%, passing the limit was not always enough; inconclusive = no clear call, values can overlap the other calls
PrPC surface inh – reduces human prion protein on the cell surface; P04156; cell surface PrPC, TR-FRET read-out; inhibition, % at 13.8 µM; 0.43% of 370,000 active; AID 720596; in the data active = inhibition above about 24%; also: 0% = median of the test wells and 100% = reference compound wells
MazF activator – increases E. coli MazEF RNase cleavage of RNA; P0AE70; FAM/BHQ RNA-DNA oligo cleavage fluorescence, 5 h; activation, % at 20 µM; 0.32% of 350,000 active; in the data active = activation above about 50%
Target sequence (P0AE70 whole entry, looked up): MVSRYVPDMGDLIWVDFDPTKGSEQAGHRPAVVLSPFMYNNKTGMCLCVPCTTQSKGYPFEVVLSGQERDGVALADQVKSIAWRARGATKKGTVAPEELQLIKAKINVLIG
BioA inh – BioA (M. tuberculosis) enzyme inhibition; purified M. tuberculosis BioA enzyme, plate reader; inhibition, % at 9.99 µM; 0.096% of 360,000 active; AID 602481; in the data active = inhibition above about 40%; inconclusive = no clear call, values can overlap the other calls
BoNT F protease – inhibitors of Botulinum neurotoxin F light chain protease; inhibition, % at 10 µM; 0.22% of 360,000 active; Multiplex microsphere protease cleavage assay, flow cytometry; AID 588497; in the data active = inhibition above about 35%, passing the limit was not always enough; inconclusive = no clear call, values can overlap the other calls; also: plate controls were buffer without enzyme for full effect and enzyme alone for no effect
Mtb FBA inh – Mtb fructose-bisphosphate aldolase inhibition | inhibition, % at 1 µM | 2.3% of 360,000 active | P9WQA3 | purified M. tuberculosis FBA, fluorescence read-out; in the data active = inhibition above about 27%;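 also: 0% = vehicle and 100% = reference inhibitor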
Target sequence (P9WQA3 whole entry, looked up): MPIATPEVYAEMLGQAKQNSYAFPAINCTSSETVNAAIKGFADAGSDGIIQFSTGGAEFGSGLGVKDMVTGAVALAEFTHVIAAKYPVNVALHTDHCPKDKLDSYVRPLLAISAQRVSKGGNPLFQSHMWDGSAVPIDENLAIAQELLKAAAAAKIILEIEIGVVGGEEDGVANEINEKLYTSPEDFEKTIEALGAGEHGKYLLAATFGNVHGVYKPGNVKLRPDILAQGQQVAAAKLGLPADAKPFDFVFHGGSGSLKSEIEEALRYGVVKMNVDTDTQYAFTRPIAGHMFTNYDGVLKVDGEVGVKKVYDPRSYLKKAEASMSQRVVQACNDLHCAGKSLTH
GDH-TPI counter – counter-screen for M. tuberculosis FBA inhibitors: GDH-TPI coupled enzymes; GDH-TPI coupled enzyme counterscreen, NADH absorbance; 1.2% of 360,000 active; inhibition, % at 4.8 µM; in the data active = inhibition above about 30%;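 also: 0% = DMSO wells and 100% = wells lacking the enzyme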
FadD28 binding – blocks FadD28 binding to the bisubstrate probe; inhibition, % at 12.5 µM; AID 588549; fluorescence polarization; 0.22% of 360,000 active; in the data active = inhibition above about 8.5%, passing the limit was not always enough; inconclusive = no clear call, values can overlap the other calls
Rv3671c protease – inhibitors of M. tuberculosis serine protease Rv3671c | P9WHR9 | inhibition, % at 5.96 µM | 0.048% of 320,000 active | AID 2606; in the data active = inhibition above about 38%;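 also: extracellular domain of Rv3671c used as enzyme; 0% = enzyme with DMSO and 100% = no enzyme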
Target sequence (P9WHR9 whole entry, looked up, the tested form may be a part): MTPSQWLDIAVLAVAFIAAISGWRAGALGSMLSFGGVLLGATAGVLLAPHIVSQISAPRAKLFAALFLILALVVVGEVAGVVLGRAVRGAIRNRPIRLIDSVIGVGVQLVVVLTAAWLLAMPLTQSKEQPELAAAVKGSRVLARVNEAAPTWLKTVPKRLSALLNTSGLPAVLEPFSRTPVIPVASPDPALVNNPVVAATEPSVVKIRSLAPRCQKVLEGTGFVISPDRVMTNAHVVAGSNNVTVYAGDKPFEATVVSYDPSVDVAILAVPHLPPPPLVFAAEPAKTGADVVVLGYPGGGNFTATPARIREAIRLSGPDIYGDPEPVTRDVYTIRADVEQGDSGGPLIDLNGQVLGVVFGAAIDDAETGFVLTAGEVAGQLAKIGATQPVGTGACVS
* = called active by the depositor; ? = inconclusive; / = no result given; + = active, no number; & = joins results of further samples.

SMILES	Mtb UGM inh	PrPC surface inh	MazF activator	BioA inh	BoNT F protease	Mtb FBA inh	GDH-TPI counter	FadD28 binding	Rv3671c protease
C(=N\N=C\c1ccccn1)/c1ccccn1	1.6	-6	2	-1.0	-10	2	4	-3.8	4
Cc1cc(C=O)c(C)n1-c1ccc2c(c1)OCO2	1.1	0	2	/	-3	3	-3	-3.7	5
CCOC(=O)c1cnc(COc2ccc(OC)cc2)[nH]c1=O	0.3	11	9	/	-3	0	-3	0.8	5
COc1ccccc1N1CSC2=C(C#N)C(c3ccc(SC)cc3)CC(=O)N2C1 (stereo unspecified)	-1.0	7	-7	-0.4	-7	-1	13	-0.6	2
Cc1nn(C)c(C)c1S(=O)(=O)N1CCC(C(=O)NC2CCCCCC2)CC1	-3.5	7	-2	1.2	-2	4	7	-0.8	13
COc1cc(/C=N/Nc2cc(C)nc(NS(=O)(=O)c3ccc(C)cc3)n2)ccc1O	/	3	10	/	2	-1	54*	1.3	/
CCOc1ccc(/C(O)=C2/C(=O)C(=O)N(CCN(C)C)C2c2ccccc2)cc1Cl (stereo unspecified)	-1.1	3	-5	-1.8	0	-5	17	-1.3	-4
O=C(NC(Cc1c[nH]c2ccccc12)c1nnc2n1CCCCC2)c1ccc(Cl)cc1 (stereo unspecified)	-0.5	6	11	/	5	2	6	-1.9	-5
Cc1ccc(S(=O)(=O)Cn2nnnc2C(C(C)C)N2CCc3ccccc3C2)cc1 (stereo unspecified)	-1.7	/	4	-2.4	-3	0	5	0.2	-19
O=c1ccc2cc(O[C@@H]3O[C@H](CO)[C@@H](O)[C@H](O)[C@H]3O)c(O)cc2o1	/	-11	8	-0.5	-4	+	18	-2.9	/
CCOc1ccc(N(CC(=O)NCc2ccco2)C(=O)CCC(=O)Nc2ccccn2)cc1	/	1	8	/	-20	-1	-2	-2.2	/
CCOC(=O)C1=C(CC)Nc2ccccc2N=C1NC(=O)Cn1cnc2ccccc2c1=O	-0.1	0	2	-1.4	-10	-2	-1	-6.5	-1
O=[N+]([O-])c1ccc(S(=O)(=O)Nc2ccc3c(c2)OCCO3)cc1	0.8	-11	3	-1.7	?	-2	0	-2.4	-3
CCOc1ccccc1CNc1ncnc2ccc(-c3c(C)noc3C)cc12	1.7	21	4	0.8	-7	-2	14	-4.0	-9
Cc1ccc(C)n1-n1c(C)nc2sc3c(c2c1=O)CCCCC3	-0.7	1	3	3.3	2	1	1	-1.1	-1
CC(=O)OCCn1c(=O)c2cc3c(=O)n(CCOC(C)=O)c(=O)c3cc2c1=O	4.4	-4	1	-0.5	-21	1	-1	-0.1	0
N#Cc1ccsc1NC(=O)COC(=O)C1=NNC(=O)CC1	1.1	-2	-15	-1.1	-4	4	4	-0.6	-8
O=C(CCNS(=O)(=O)c1cccc2nsnc12)NCc1ccco1	0.1	-16	4	0.1	-2	0	6	-2.6	-11
CSc1ccc(S(=O)(=O)N2CCC(C(=O)N3CCc4ccccc4C3)CC2)cc1	-0.7	2	8	0.6	2	-1	-6	/	-12
CCOC(=O)c1c(NC(=O)CCc2ccc(CC)o2)sc(C)c1C	-0.1	6	-10	2.1	-1	1	5	1.1	-9

Among those listed so far, these have a halogen.
SMILES	Mtb UGM inh	PrPC surface inh	MazF activator	BioA inh	BoNT F protease	Mtb FBA inh	GDH-TPI counter	FadD28 binding	Rv3671c protease
CCOc1ccc(/C(O)=C2/C(=O)C(=O)N(CCN(C)C)C2c2ccccc2)cc1Cl (stereo unspecified)	-1.1	3	-5	-1.8	0	-5	17	-1.3	-4
O=C(NC(Cc1c[nH]c2ccccc12)c1nnc2n1CCCCC2)c1ccc(Cl)cc1 (stereo unspecified)	-0.5	6	11	/	5	2	6	-1.9	-5

(cont.)
SMILES	Mtb UGM inh	PrPC surface inh	MazF activator	BioA inh	BoNT F protease	Mtb FBA inh	GDH-TPI counter	FadD28 binding	Rv3671c protease
Cc1nn(Cc2ccccc2)c(N)c1-c1ccccc1	-0.7	2	12	1.1	-3	0	-2	0.3	3
Cc1nc2c(nc1C)C(=O)c1ccccc1C2=O	/	-32	-1	/	-4	-1	6	-2.0	/
O=C(NCCNC(=O)c1ccc(Cl)cc1Cl)c1ccc(Cl)cc1Cl	/	5	/	/	2	0	/	-0.3	/
Cc1cccc(OCC(=O)Nc2ccc(C(=O)NCC(C)C)cc2)c1	0.3	9	-13	-0.7	-2	-3	-1	-0.9	1
CCOc1cc(S(=O)(=O)NCc2ccccc2)ccc1Br	-0.4	2	1	1.1	-3	0	-2	-5.5	-1
Cc1cccc(NC(=O)c2cc(-c3cccnc3)nc3c(C)cccc23)n1	1.1	-3	-47	0.3	1	-4	-3	-0.3	2
[O-][n+]1nc2ccccc2c2ccccc21	/	-13	-3	0.5	5	37*	13	-0.4	/
CCCCC/C=C/C1=CC(=O)C[C@H](c2ccc(OC)c(OC)c2)C1	-0.2	-1	0	0.3	-8	1	5	-2.9	1
O=C(C1CCCN(S(=O)(=O)c2ccc(Br)cc2)C1)N1CCOCC1 (stereo unspecified)	0.2	1	1	-1.4	-4	0	-3	-2.1	2
O=C(CN1CCN(S(=O)(=O)N2CCCCCC2)CC1)Nc1cc(Cl)ccc1Cl	-1.5	1	-2	-0.9	16	1	7	-2.1	2

Arranged by count of non-hydrogen atoms (lowest first): 3 of the compounds above
SMILES	Mtb UGM inh	PrPC surface inh	MazF activator	BioA inh	BoNT F protease	Mtb FBA inh	GDH-TPI counter	FadD28 binding	Rv3671c protease
[O-][n+]1nc2ccccc2c2ccccc21	/	-13	-3	0.5	5	37*	13	-0.4	/
Cc1nc2c(nc1C)C(=O)c1ccccc1C2=O	/	-32	-1	/	-4	-1	6	-2.0	/
Cc1cccc(NC(=O)c2cc(-c3cccnc3)nc3c(C)cccc23)n1	1.1	-3	-47	0.3	1	-4	-3	-0.3	2

The results go on:
SMILES	Mtb UGM inh	PrPC surface inh	MazF activator	BioA inh	BoNT F protease	Mtb FBA inh	GDH-TPI counter	FadD28 binding	Rv3671c protease
CN1/C(=C\C(=O)c2oc3ccccc3c2N)C(C)(C)c2ccccc21	-0.1	52*	3	/	-4	6	18	-1.0	4
COc1ccc(CNC(=O)Cn2nc(C(F)(F)F)c3c2CCC3)cc1	-1.5	4	4	-1.8	-5	3	-6	-6.6	3
COc1ccc(OC)c(-c2csc(NC(=O)CSCc3c(C)noc3C)n2)c1	0.0	0	-1	/	17	-1	-9	-0.4	-5
CCc1noc(C)c1C(=O)Oc1ccc(N(C)S(=O)(=O)c2ccc(C)c(C)c2)cc1	-0.6	6	-4	/	-10	-4	5	0.8	-4
c1coc(-c2nc3nc4ccccc4n3nc2-c2ccco2)c1	0.2	-21	39	/	-11	-5	-6	0.9	-72
O=C(CSc1nncs1)Nc1cccc2ccccc12	/	0	5	0.5	/	2	-1	-0.6	/
COc1ccc(S(=O)(=O)N2c3cc(Cl)ccc3Oc3nc4ccccc4nc32)cc1	-2.7	-2	1	-1.9	7	0	7	-3.6	-2
CCCN(CC(=O)Nc1ccc(F)c(F)c1F)C(=O)c1cc(S(=O)(=O)N(C)C)ccc1N1CCCC1	/	3	-3	-0.1	/	0	-1	-2.1	/
O=C(OCc1cn([C@@H]2C[C@H](c3ccccc3)N(C(=O)C3CCCCC3)C[C@H]2O)nn1)c1ccccc1	/	6	1	-5.0	2	4	14	-0.9	/
Cc1cc(N2CCOCC2)nc2ccc(NC(=O)CCC(=O)N3CCN(c4ccccc4)CC3)cc12	2.4	-1	8	0.6	-7	14	1	1.0	12
O=C(CCC1CCCN(C(=O)c2cccs2)C1)N1CCN(c2ccccn2)CC1 (stereo unspecified)	-1.6	3	1	/	-3	4	-8	-2.7	-4
O=C(COC(=O)CCc1ccc(S(=O)(=O)N2CCOCC2)cc1)Nc1ccccc1OC(F)F	-0.7	-9	3	-1.4	-2	1	7	-0.5	5
CC1CC(C)CN(c2ccc(C(=O)NCc3ccc4c(c3)OCO4)cc2[N+](=O)[O-])C1 (stereo unspecified)	-2.1	-1	3	/	-4	-4	12	-0.5	-17
COc1nc(N)nc(N)c1NS(=O)(=O)c1ccc(C)cc1	0.0	2	6	-0.5	13	2	-8	-2.8	-2
CCC(C)Nc1nc(CN2CCOCC2)nc2sc3c(c12)CCC3 (stereo unspecified)	-0.9	-9	2	/	-5	8	-5	-2.4	13
COc1cc(/C=C2/SC(=O)NC2=O)ccc1OCc1ccccc1	-1.7	-6	-22	0.0	/	-1	43*	-2.1	2
COc1ccc(S(=O)(=O)N(C)C[C@H]2Oc3ccc(NC(=O)Nc4ccccc4)cc3C(=O)N([C@H](C)CO)C[C@@H]2C)cc1	-1.6	-3	-7	-1.9&9.3	5	1	-1	4.9	-28
COc1ccc(N2C(=O)C3C4C=CC(c5ccccc5)(C3C2=O)C2C(=O)N(c3ccc(OC)cc3)C(=O)C42)cc1 (stereo unspecified)	-2.2	2	12	/	2	0	1	2.2	8
CC(C)CC(=O)NC(=S)Nc1ccccc1N1CCCC1	-1.3	1	-16	1.6	?	3	-3	-2.7	-8
CC(=O)c1cccc(NCC(=O)Nc2cccc(S(=O)(=O)N3CCCCC3)c2)c1	2.3	11	2	0.2	5	-4	-1	-3.1	-22

An excerpt of these results, with each value named:
COc1ccc(N2C(=O)C3C4C=CC(c5ccccc5)(C3C2=O)C2C(=O)N(c3ccc(OC)cc3)C(=O)C42)cc1 (stereo unspecified)
- Mtb UGM inh: -2.2
- PrPC surface inh: 2
- MazF activator: 12
- BioA inh: /
- BoNT F protease: 2
- Mtb FBA inh: 0
- GDH-TPI counter: 1
- FadD28 binding: 2.2
- Rv3671c protease: 8
CC(C)CC(=O)NC(=S)Nc1ccccc1N1CCCC1
- Mtb UGM inh: -1.3
- PrPC surface inh: 1
- MazF activator: -16
- BioA inh: 1.6
- BoNT F protease: ?
- Mtb FBA inh: 3
- GDH-TPI counter: -3
- FadD28 binding: -2.7
- Rv3671c protease: -8

Next section.
SMILES	Mtb UGM inh	PrPC surface inh	MazF activator	BioA inh	BoNT F protease	Mtb FBA inh	GDH-TPI counter	FadD28 binding	Rv3671c protease
COc1ccc(NC(=O)N(C)C[C@H]2Oc3c(NC(=O)Nc4ccccc4)cccc3C(=O)N([C@H](C)CO)C[C@@H]2C)cc1	-2.5	-10	4	0.8&-0.8	-5	2	4	0.3	3
O=[N+]([O-])c1cc(C(F)(F)F)ccc1NCCOc1ccccc1	-2.6	-10	17	/	0	0	11	-0.4	-2
COc1cc(C=C(C#N)c2ccc([N+](=O)[O-])cc2)ccc1O	/	-39	-2	3.2	1	-14	19	-2.6	/
COc1ccc(-c2c(C(F)(F)F)nn(C)c2NC(C)=O)cc1	1.5	3	7	/	-4	1	2	-1.4	-3
CCOc1ccc(-c2nnc(N(CC)C(=O)C3CCC3)s2)cc1	3.2	6	3	-3.0	6	1	7	0.4	-1
CCN=C1SC(CC(=O)Nc2sc(C)c(C)c2C(=O)OC)C(=O)N1CC (stereo unspecified)	-0.3	-3	-6	0.0	-3	3	14	0.7	3
COc1ccc(C2c3c(noc3C)CC(C)(O)C2C(C)=O)cc1 (stereo unspecified)	1.7	2	0	/	?	2	14	-4.2	-8
COc1cc(C(=O)NCC(c2cccnc2)N2CCN(c3ccc(F)cc3)CC2)cc(OC)c1OC (stereo unspecified)	0.8	-1	-2	/	-5	-2	0	-0.6	3

Rows are unselected; about 4.8% have a hit in one of these screens.
